From PubChem
Arrestin-AP2 inh: inhibitors of beta-arrestin/AP2 binding, primary screen, biochemical, GPCR trafficking, flow cytometry; FITC-arrestin peptide / GST-AP2 beads; AP2 beta2 appendage carries R879A mutation; 0.31% of 340,000 active; AID 504490, 2011; inhibition, % at 10 µM;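 active means inhibition above a set limit, near 3 SD of compounds lacking own fluorescence, cut at about 54% in these data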;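 further: plate controls were DMSO wells for no effect and 5 µM unlabelled arrestin peptide for full effect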
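System: GST-tagged AP2 beta2-adaptin appendage (R879A) on 4 µm glutathione beads / Reagent: FITC-arrestin peptide, 50 nM / Detection: HyperCyt-sampled flow cytometry, FL1 channel, ex 488/em 535 nm / Timing: 12 min plus 1 h, RT / Buffer or medium: PBS plus Tween 20 (0.05%) and BSA (0.1%)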
SR-BI DiI inh: inhibitors of SR-BI mediated HDL lipid uptake, primary screen, ldlA[mSR-BI] cells, fluorescence, single point; inhibition, % at 12.5 µM; 0.96% of 320,000 active; AID 488896, 2010; ldlA[mSR-BI] CHO cells, DiI-HDL uptake fluorescence, 3 h;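 active means mean replicate inhibition of at least 70% and a set share of replicates each scoring 70 or more; inconclusive means meets just one of the two criteria; inactive means fails both criteria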;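 further: 0% = median of neutral control wells and 100% = median of positive control wells; values of inactives mirror those of a sister screen read the other way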
Target sequence (Q61009 whole entry, looked up): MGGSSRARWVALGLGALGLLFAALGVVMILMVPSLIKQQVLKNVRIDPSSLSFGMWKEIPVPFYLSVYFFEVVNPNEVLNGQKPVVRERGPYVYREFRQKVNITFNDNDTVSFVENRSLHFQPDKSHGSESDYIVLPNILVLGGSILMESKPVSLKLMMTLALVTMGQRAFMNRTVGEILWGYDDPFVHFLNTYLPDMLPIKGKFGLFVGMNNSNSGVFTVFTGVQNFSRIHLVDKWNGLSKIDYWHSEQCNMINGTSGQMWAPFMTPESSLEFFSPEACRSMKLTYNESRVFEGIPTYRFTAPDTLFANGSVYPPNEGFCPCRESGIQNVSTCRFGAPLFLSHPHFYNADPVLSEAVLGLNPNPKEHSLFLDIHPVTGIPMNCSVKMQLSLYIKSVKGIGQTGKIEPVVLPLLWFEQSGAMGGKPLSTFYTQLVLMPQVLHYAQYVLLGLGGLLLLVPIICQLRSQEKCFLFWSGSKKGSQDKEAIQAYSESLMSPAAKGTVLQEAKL
NSD2 HMT inh: NSD2 histone methyltransferase inhibitors, primary screen, biochemical, AlphaScreen, single concentration, set 2. NSD2 peptide methylation, 120 min. 0.54% of 310,000 active. Histone-lysine N-methyltransferase NSD2 (Homo sapiens), O96028. inhibition, % at 12.5 µM; in the data active means inhibition above about 50%
Keap1-Nrf2 PPI: Keap1-Nrf2 protein-protein interaction inhibitors, primary screen, biochemical, fluorescence polarization, single point. Kelch-like ECH-associated protein 1 (Homo sapiens), Q14145. Keap1 Kelch-Nrf2 peptide fluorescence polarization, 1536-well. inhibition, % at 9.4 µM. 0.15% of 340,000 active. AID 504523, 2011; in the data active means inhibition above about 12%; inconclusive means no clear call, values can overlap the other calls; inactive means below about 7.3%;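 further: human Keap1 Kelch domain with fluorescein labeled Nrf2 9mer peptide probe; 0% = neutral control wells and 100% = peptide positive control; higher means more block of Keap1 binding to Nrf2 peptide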
PvdQ acylase: P. aeruginosa PvdQ acylase inhibitors, primary screen, biochemical, fluorescence, plate reader and imaging, single point; inhibition, % at 10 µM; purified PvdQ acylase; PvdQ acylase [Pseudomonas aeruginosa LESB58]; AID 488965, 2010; 0.063% of 340,000 active; in the data active means inhibition above about 30%, passing the limit was not always enough; inconclusive means no clear call, values can overlap the other calls;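 further: 0% = vehicle neutral wells and 100% = reference inhibitor wells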
C-LANA FP: inhibitors of KSHV C-LANA binding to DNA, primary screen, biochemical, fluorescence polarization, FAM-LBS DNA, MBP-C-LANA, single point; Kaposi's sarcoma herpesvirus LANA C-terminal domain (residues 932-1162) DNA binding; inhibition, % at 9 µM; 0.078% of 340,000 active;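 active means highest replicate inhibition at or above 60% at 9 µM, even if other replicates fall short; inactive means all replicates below 60% inhibition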;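 further: 0% = neutral control wells and 100% = 4 µM acridine orange control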
SR-BI uptake up: activators of SR-BI mediated DiI-HDL uptake, primary screen, ldlA[mSR-BI] CHO cells, DiI fluorescence. activation, % at 12.5 µM. 3 h; 100 = double the neutral-control signal. 0.096% of 320,000 active;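 active means mean replicate activation of at least 60% and every replicate at or above 60%; inconclusive means mean or all-replicate condition met, but not both; inactive means mean below 60% and not all replicates reaching 60%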;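 further: 0% = median plate neutral-control signal and 100% = twice that signal; values of inactives mirror those of a sister screen read the other way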
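Test system: SR-BI-overexpressing, LDLR-lacking CHO cells; Also added: labelled HDL, 10 µg/mL; Measured by: bottom-read cell fluorescence after medium removal, ex 550/em 595 nm; Timing: 3 h uptake period with compound, 37 °C; Buffer or medium: F12, 0.5% BSA, 25 mM HEPES; Doses: single compound concentration, delivered by pin transfer.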
PKA-R2B act: activators of PKA-R2B holoenzyme, primary screen, biochemical, fluorescence polarization, Cy5-IP20, human; cAMP-dependent protein kinase catalytic subunit beta (Homo sapiens) + cAMP-dependent …; PKA-R2B holoenzyme dissociation; R2B truncated from residue 108, S112A mutant; 0% DMSO only, 100% 113 µM cGMP; activation, % at 11.4 µM; 0.079% of 340,000 active;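 active means activation above a cutoff set at the mean over all compounds plus 3 SD, cut at about 18% in these data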;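 further: higher means more holoenzyme dissociation and a rise in polarization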
Target sequence (P31323 whole entry, looked up, other chains not shown, the tested form may be a part): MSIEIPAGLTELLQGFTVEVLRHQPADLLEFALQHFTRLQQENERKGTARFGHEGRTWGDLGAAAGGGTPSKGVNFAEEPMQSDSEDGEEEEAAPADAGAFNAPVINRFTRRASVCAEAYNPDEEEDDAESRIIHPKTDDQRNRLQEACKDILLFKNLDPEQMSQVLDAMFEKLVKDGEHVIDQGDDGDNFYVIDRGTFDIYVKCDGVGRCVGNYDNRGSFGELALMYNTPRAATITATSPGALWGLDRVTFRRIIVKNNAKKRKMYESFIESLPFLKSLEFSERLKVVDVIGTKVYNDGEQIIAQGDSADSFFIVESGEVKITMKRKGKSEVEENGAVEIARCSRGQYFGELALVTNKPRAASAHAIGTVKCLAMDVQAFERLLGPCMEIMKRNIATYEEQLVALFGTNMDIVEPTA
DAGLB inhibitor: DAGLB lipase inhibitors, primary screen, biochemical, fluorescence, HTS. Diacylglycerol lipase-beta (Homo sapiens), Q8NCG7. HEK293T DAGLB membrane lysate, EnzChek fluorogenic substrate. inhibition, % at 5.17 µM. 0.059% of 340,000 active; in the data active means inhibition above about 34%;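 further: 0% = enzyme with vehicle and 100% = wells lacking enzyme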
Cardiac RTF inh: cardiac RTF calcium sensitivity inhibitors, primary screen, biochemical, IANBD-TnC fluorescence, EC70 calcium. Troponin I, cardiac muscle (Homo sapiens) + Troponin T, cardiac muscle (Homo sapiens) + …. IANBD-labeled cardiac RTF, Ca2+ fluorescence. inhibition, % at 7.15 µM. 0.12% of 340,000 active. AID 493244, 2011;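 active means inhibition above the mean inhibition of all tested compounds plus 3 SD, cut at about 17% in these data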;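 further: assay run at fixed EC70 calcium of 1.6 mM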
* marks the source's active call; other numbers are inactive results; ? = inconclusive; . = no result given.

No.	Arrestin-AP2 inh	SR-BI DiI inh	NSD2 HMT inh	Keap1-Nrf2 PPI	PvdQ acylase	C-LANA FP	SR-BI uptake up	PKA-R2B act	DAGLB inhibitor	Cardiac RTF inh	SMILES
1	0	.	4	-2	-14	-1.2	.	9	2	-3	O=C(O)Cc1c(-c2ccccc2Cl)c2cc(Br)ccc2[nH]c1=O
2	-1	-6	-1	1	-7	1.8	6	.	.	.	CC(=O)c1sc(C(C)(C)C)cc1NC(=O)c1ccccc1C(=O)O
3	-5	-6	0	2	-9	-1.6	6	12	2	-8	Cc1cc(C)c(NC(=O)COC(=O)c2nc3nccc(C)n3n2)c(Cl)c1
4	18	42	-4	3	-3	0.7	-42	4	-3	-8	Cc1ccc2nc(-c3ccccc3)c(-c3ccccc3)nc2c1
5	6	9	.	-7	-8	3.4	-9	-5	-4	-6	COc1ccc2c(c1)[C@H]1[C@H](CO2)[C@H](c2ccccc2)[C@]2(C)C(=O)Nc3cc(Cl)ccc3C(=O)N12
6	26	0	-1	-4	4	0.2	0	-11	1	-5	Cc1ccc(C)c(NC(=O)CC2Sc3ccccc3NC2=O)c1 (stereo not drawn)
7	7	37	.	1	7	-0.6	-37	-10	-6	-3	O=C(CN1c2ccccc2S(=O)(=O)c2ccccc21)Nc1ccccc1F
8	22	29	3	-3	6	0.2	-29	1	-4	-7	COc1ccc(-n2cnnc2SCc2ncc(-c3ccccc3)o2)cc1
9	2	-13	-6	1	-5	-0.6	13	-5	-2	-26	CC(=O)Oc1ccc2c(=O)c(-c3ccccc3)coc2c1
10	-17	-9	-4	-5	9	-0.9	9	-4	-3	-3	COc1cc(CNCc2ccccc2C(F)(F)F)cc(OC)c1
11	3	1	0	-3	-7	0.3	-1	6	-1	-10	CCOC(=O)N1CCN(C(=O)/C=C/c2ccc3c(c2)OCO3)CC1
12	4	-7	.	-6	-20	-0.1	7	-1	3	2	NC(=O)CC(NC(=O)Cc1ccc(Cl)cc1)c1ccc(NC2CCCCC2)c([N+](=O)[O-])c1 (stereo not drawn)
13	0	-1	.	-3	-11	1.3	1	-1	-4	-11	O=C(NC1CCCCC1)C(c1ccc2ncccc2c1)N(Cc1cccs1)C(=O)c1cccs1 (stereo not drawn)
14	5	-6	2	-4	-10	1.9	6	-10	-2	-2	NC(=O)CSc1nnc(C2CC2)n1Cc1ccccc1
15	10	17	0	-6	5	-1.2	-17	-7	1	-13	CC(=O)Nc1sc(N/N=C\c2ccccc2F)nc1-c1cccs1
16	-22	-12	0	-1	-5	-1.8	12	-15	-1	-4	C=CCOC(=O)c1cn(CC)c2nc(C)ccc2c1=O
17	-4	-13	-1	-4	23	-0.4	13	-3	-5	-13	CC(C#N)Sc1ccc(S(=O)(=O)N2CCCCC2)cn1 (stereo not drawn)
18	-9	-1	0	-2	-9	0.2	1	-1	1	-8	Cc1ccccc1C(=O)NNC(=O)c1cc(N)cc([N+](=O)[O-])c1
19	26	-8	-5	-3	3	7.0	8	-4	-1	5	CN(C)C(=O)CSc1ccc(S(=O)(=O)N2CCCC2)cn1
20	3	5	.	-6	-16	-0.8	-5	10	-7	-3	Brc1ccc(-c2noc(COc3ccc4ccccc4c3)n2)o1
21	23	-29	0	0	2	4.0	29	-8	0	-4	N#CC1=C2C=CC=CN2CC1=O
22	8	26	-1	-4	0	0.6	-26	5	1	-7	O=C(NCCS(=O)(=O)N1CCN(c2ccccc2)CC1)c1ccccc1F
23	-1	16	.	-18	-27	3.5	-16	3	-2	-61	CCc1ccc(Nc2n[n+](-c3ccccc3)c(-c3ccc(N(CC)CC)cc3)s2)cc1
24	37	.	-6	0	0	-1.2	.	-3	0	4	O=C(Cc1ccc([N+](=O)[O-])cc1)c1ccc(O)cc1O
25	12	-1	5	-8	11	-0.4	1	-4	-4	-19	CN1CCN(C(=O)c2cc(COc3c(F)cccc3F)on2)CC1c1ccccc1 (stereo not drawn)
26	13	6	4	-2	-8	1.2	-6	-2	-2	-6	COCCn1c(=O)c2c(nc3n2CCCN3CCc2ccc(OC)c(OC)c2)n(C)c1=O
27	1	7	1	1	-15	-1.9	-7	-2	0	-9	CCCCc1ccc(N2C(=NC(=O)C3CCCO3)SC3CS(=O)(=O)CC32)cc1 (stereo not drawn)
28	-16	-2	2	-4	-12	-0.5	2	-11	-3	-8	O=C(Nc1cccn(Cc2c(Cl)cccc2Cl)c1=O)C1CC1
29	14	-19	0	3	-5	1.0	19	-11	2	-10	CCOC(=O)C1CCN(Cc2cn[nH]c2-c2ccc(C)cc2)CC1
30	-4	1	7	-2	1	0.3	-1	4	-4	-3	COCCN1Cc2cccc(C(=O)NCCc3ccccc3)c2C1=O

Next part; it opens with the five that closed the last part.
No.	Arrestin-AP2 inh	SR-BI DiI inh	NSD2 HMT inh	Keap1-Nrf2 PPI	PvdQ acylase	C-LANA FP	SR-BI uptake up	PKA-R2B act	DAGLB inhibitor	Cardiac RTF inh	SMILES
26	13	6	4	-2	-8	1.2	-6	-2	-2	-6	COCCn1c(=O)c2c(nc3n2CCCN3CCc2ccc(OC)c(OC)c2)n(C)c1=O
27	1	7	1	1	-15	-1.9	-7	-2	0	-9	CCCCc1ccc(N2C(=NC(=O)C3CCCO3)SC3CS(=O)(=O)CC32)cc1 (stereo not drawn)
28	-16	-2	2	-4	-12	-0.5	2	-11	-3	-8	O=C(Nc1cccn(Cc2c(Cl)cccc2Cl)c1=O)C1CC1
29	14	-19	0	3	-5	1.0	19	-11	2	-10	CCOC(=O)C1CCN(Cc2cn[nH]c2-c2ccc(C)cc2)CC1
30	-4	1	7	-2	1	0.3	-1	4	-4	-3	COCCN1Cc2cccc(C(=O)NCCc3ccccc3)c2C1=O
31	16	13	1	2	17	0.3	-13	-5	-2	12	CCN(CC)S(=O)(=O)c1ccc(C)c(NC(=O)CN2C(=O)NC3(CCCC3)C2=O)c1
32	3	-7	2	0	24	-1.1	7	-10	-2	3	CN(C(=O)c1ccc2ccccc2c1)c1ccccn1
33	-25	6	8	1	1	-2.0	-6	4	11	-1	CN(C)CCCN=Cc1c(-c2ccccc2)[nH]n(-c2nc3ccccc3s2)c1=O
34	1	.	.	0	-2	2.7	.	-5	1	-1	CCOC(=O)Cn1c(=O)oc2cc(S(=O)(=O)NCCC(C)C)ccc21
35	22	3	-1	8	8	-1.4	-3	-1	-1	0	O=C(CS(=O)(=O)Cc1ccccc1)NCc1ccccc1Cl
36	5	6	3	1	-3	-2.0	-6	2	0	-4	CN(C(=O)c1cc(C(=O)N(C)c2ccccc2)cc([N+](=O)[O-])c1)c1ccccc1
37	-5	3	-1	3	-25	0.7	.	-8	-1	-5	O=C(Nc1cccc(Cl)c1)c1cc2c(=O)n3ccccc3nc2s1
38	-5	11	-2	-1	-9	-1.4	-11	0	-17	-2	COc1cccc(-c2cc(C(=O)NCc3ccc(Cl)cc3)no2)c1
39	-6	?	1	-6	-13	-0.6	-70	4	-6	-1	COc1ccc(-c2cc(C(=O)Nc3cc(C)n(Cc4ccc(Cl)cc4)n3)no2)cc1OC
40	27	-4	0	0	-6	1.3	4	-8	0	-4	COc1ccc(C(=O)C2CCCN(C(=O)c3ccnn3C)C2)c(C)c1 (stereo not drawn)
41	11	2	1	-6	-16	-3.1	-2	-12	1	-14	O=C(CSc1cccc[n+]1[O-])Nc1ccc(Br)cc1Br
42	8	42	.	-1	-3	3.0	-42	-5	-5	-2	O=C(NC1(Cc2ccccc2)CCN(Cc2ccc(-c3ccccc3)cc2)C1=O)c1ccccc1 (stereo not drawn)
43	15	33	6	1	1	-1.0	-33	-7	-1	-5	C/C(=N\NC(=O)c1ccc(NS(=O)(=O)c2cccs2)cc1)c1ccc(C(C)(C)C)cc1
44	21	-13	-1	-2	5	9.1	13	-6	-3	-6	COC(=O)C(O)(NC(=O)NC(C)=O)C(F)(F)F (stereo not drawn)
45	6	0	8	-2	-4	0.0	0	-18	3	-1	Cc1ccc(NC(=S)Nc2cccc(-c3n[nH]c(=S)o3)c2)cc1
46	-4	-13	-1	-3	-11	-0.1	13	-14	-8	-2	CO/N=C(\Cn1ncc(NC2CCCCC2)c(Br)c1=O)c1ccc(Cl)cc1
47	-9	-8	11	-5	23	-2.4	8	-11	2	-6	CCN1CCS/C1=C/C=C/C1=[N+](CC)CCS1
48	-4	5	39	-1	2	0.9	-5	-2	0	-17	CC1(C)CC(=O)C2=C(C1)OC(N)=C(C#N)C2C1C=CCCC1 (stereo not drawn)
49	46	-5	4	2	9	-2.0	5	8	2	-9	CC(=O)NC(Cc1c[nH]c2ccccc12)C(=O)NCCc1ccccn1 (stereo not drawn)

Some entries already given, limited to PvdQ acylase:
nr	Compound	PvdQ acylase
42	O=C(NC1(Cc2ccccc2)CCN(Cc2ccc(-c3ccccc3)cc2)C1=O)c1ccccc1 (stereo not drawn)	-3
43	C/C(=N\NC(=O)c1ccc(NS(=O)(=O)c2cccs2)cc1)c1ccc(C(C)(C)C)cc1	1

An excerpt from above in order of their number in C-LANA FP, falling.
| item | smiles | Arrestin-AP2 inh | SR-BI DiI inh | NSD2 HMT inh | Keap1-Nrf2 PPI | PvdQ acylase | C-LANA FP | SR-BI uptake up | PKA-R2B act | DAGLB inhibitor | Cardiac RTF inh |
| --- | --- | --- | --- | --- | --- | --- | --- | --- | --- | --- | --- |
| 43 | C/C(=N\NC(=O)c1ccc(NS(=O)(=O)c2cccs2)cc1)c1ccc(C(C)(C)C)cc1 | 15 | 33 | 6 | 1 | 1 | -1.0 | -33 | -7 | -1 | -5 |
| 35 | O=C(CS(=O)(=O)Cc1ccccc1)NCc1ccccc1Cl | 22 | 3 | -1 | 8 | 8 | -1.4 | -3 | -1 | -1 | 0 |
| 33 | CN(C)CCCN=Cc1c(-c2ccccc2)[nH]n(-c2nc3ccccc3s2)c1=O | -25 | 6 | 8 | 1 | 1 | -2.0 | -6 | 4 | 11 | -1 |
